Tb PYK inh: T. brucei pyruvate kinase inhibition; Q57TT1; TbPYK enzyme, Kinase-Glo Plus ATP luminescence, 45 min; Potency, µM (doses to about 76.8 µM), for inactives: top-dose activity, negative = inhibition, hits mostly inhibitors; 0.12% of 410,000 active; also: nearly all actives have a fitted effect of over 50% in size
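Quantitative HTS: titrated library compounds versus trypanosomal pyruvate kinase in TEA buffer (pH 7.2) containing KCl, MgCl2, BSA and Tween-20. Reactions were initiated with ADP, 130 uM final. Kinase-Glo Plus luminescence was read after 45 min at RT.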
HCV inhibitor: HCV inhibition; Potency, µM (titrated, usually from 41.8 µM), inactives show at the highest dose activity change, negative = inhibition, actives largely listed as inhibitors; 3.4% of 340,000 active; Huh7.5.1 HCVcc-Cre infection, luciferase reporter, 44 h; AID 651820
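Seed cells (1,000/well) for 4 h; treat with compound and infect with HCVcc-Cre, moi about 0.5. Incubate 44 h, then detect luciferase activity.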
Sm TGR block: blocks Schistosoma mansoni thioredoxin glutathione reductase | Potency, µM (titrated, usually from 114 µM), for inactives: at the top dose activity change, negative = inhibition, usual class: inhibitors | AID 485364 | 3% of 360,000 active | purified TGR, DTNB reduction, TNB absorbance 405 nm; also: nearly all actives have a fitted effect of over 60% in size
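Kinetic colorimetric format: TGR-catalysed, NADPH-driven DTNB reduction monitored via TNB absorbance. Enzyme dispensed at 20 nM; compound exposure 15 min at room temperature before reaction start.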
Pf growth 96h: inhibits malaria parasite growth, 96 h; P. falciparum luciferase reporter growth, 96 h; Potency, µM (highest dose often 28.7 µM), for the others: top-dose activity change, negative = inhibition, most hits filed as inhibitors; 6.9% of 320,000 active
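Plates of compound plus infected erythrocytes (2% hematocrit, 0.05% parasitemia final) incubate 96 hours, 37 C, 5% CO2. Detection reagent added; reduced luminescence from the parasites' luciferase reporter flags inhibition.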
Pf growth 48h: inhibits P. falciparum growth in the first generation, 48 h; P. falciparum luciferase growth in erythrocytes, 48 h; Potency, µM (titrated, usually from 28.7 µM), for inactives: at the highest dose activity change, negative = inhibition, most hits filed as inhibitors; 5.9% of 310,000 active; AID 504832
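A one-generation exposure of luciferase-tagged malaria parasites in RPMI 1640/Albumax erythrocyte culture, 37 C and 5% CO2. Inhibition is inferred from decreased luminescence after adding detection reagent.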
LmPK inh: LmPK (Leishmania mexicana) enzyme inhibition. Q27686. purified LmPK, Kinase-Glo ATP luminescence, 1 h. Potency, µM (titrated, usually from 57.5 µM), inactives show at the top dose activity change, negative = inhibition, actives largely listed as inhibitors. 0.37% of 290,000 active
Target sequence (Q27686 whole entry, looked up): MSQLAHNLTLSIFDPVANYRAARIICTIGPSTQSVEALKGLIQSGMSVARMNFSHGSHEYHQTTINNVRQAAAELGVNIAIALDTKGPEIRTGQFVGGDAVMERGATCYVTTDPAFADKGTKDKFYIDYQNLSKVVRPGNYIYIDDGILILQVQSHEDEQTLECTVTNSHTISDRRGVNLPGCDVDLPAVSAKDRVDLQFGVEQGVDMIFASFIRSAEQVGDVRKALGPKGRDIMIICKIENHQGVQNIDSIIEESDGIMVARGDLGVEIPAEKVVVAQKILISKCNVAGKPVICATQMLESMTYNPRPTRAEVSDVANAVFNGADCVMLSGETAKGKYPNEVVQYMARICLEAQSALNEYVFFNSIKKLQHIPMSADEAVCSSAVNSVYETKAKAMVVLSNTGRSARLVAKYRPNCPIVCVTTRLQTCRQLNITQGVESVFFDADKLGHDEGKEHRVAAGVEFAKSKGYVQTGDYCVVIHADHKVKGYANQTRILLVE
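Pyruvate kinase activity monitored as ATP production (luciferase luminescence). Conditions: 0.1 nM enzyme, 0.5 mM PEP, 0.1 mM ADP, 1 h, RT; normalized against uninhibited and no-enzyme wells.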
The depositor's hits bear a star; [ ] = dose if it differs, or a comment. Calls follow the shape of the dose curve; as a rule, active = well fitted curve in the direction sought with a large enough effect; inconclusive = small, poorly fitted or top-dose-only effect, or another doubt; inactive = no such curve, though single readings can be large; an effect the other way counts as inactive or inconclusive. % is scaled to controls: 0 for no effect and ±100 for the full control effect; potency is read from the fitted curve at half-maximal effect.

How did O=C(CSc1ncnc2c1nnn2Cc1ccc(F)cc1)NCC1CCCO1 (configuration not stated) do in these assays?
Tb PYK inh: -4.7%; HCV inhibitor: inconclusive; Sm TGR block: -22.8%; Pf growth 96h: 56.8%[activator]; Pf growth 48h: 21.4%; LmPK inh: -4.4%

Results for O=C(Nc1ccccc1C(F)(F)F)c1cnccn1 ?
Tb PYK inh: -1.2%; HCV inhibitor: 7.7%; Sm TGR block: 4.5%; Pf growth 96h: -1.7%; Pf growth 48h: 28.3%; LmPK inh: 5.9%

Results for O=C(NC1CCCCC1)C(c1cccs1)N(CCCN1CCOCC1)C(=O)c1ccc(-c2ccccc2)[nH]1 (configuration not stated) ?
Tb PYK inh: 0.9%; HCV inhibitor: inconclusive; Sm TGR block: 5.4%; Pf growth 96h: 3.2%; Pf growth 48h: 1.65µM*; LmPK inh: 4.3%

What do the screens show for `O=C1C2CCCN2C(c2ccc(Cl)cc2)N1c1nccs1` (configuration not stated)?
Tb PYK inh: 2.8%; HCV inhibitor: 20.4%; Sm TGR block: 3.6%; Pf growth 96h: inconclusive; Pf growth 48h: -7.6%; LmPK inh: 3.5%

What do the screens show for `CCC1C(=O)NCCN1C(=O)c1cc(COc2cc(C)ccc2C)on1` (configuration not stated)?
Tb PYK inh: 3.0%; HCV inhibitor: -8.3%; Sm TGR block: -1.5%; Pf growth 96h: inconclusive; Pf growth 48h: inconclusive; LmPK inh: 5.0%

How did COc1ccc(C(=O)NCC(=O)NC2=NCCS2)cc1 do in these assays?
Tb PYK inh: 0.5%; HCV inhibitor: 4.7%; Sm TGR block: 7.9%; Pf growth 96h: 127.2%[activator]; Pf growth 48h: 34.0%[activator]; LmPK inh: -0.6%

Results for CCn1c(SCC(=O)NC2CC2)nnc1-c1cccc(OC)c1 ?
Tb PYK inh: 3.0%; Sm TGR block: 0.2%; Pf growth 96h: 88.9%[activator]; Pf growth 48h: -16.5%; LmPK inh: -1.3%

What do the screens show for `CCSc1nnc(-c2ccc(S(=O)(=O)NCc3cccs3)cc2)o1`?
Tb PYK inh: 2.5%; Sm TGR block: -5.3%; Pf growth 96h: -0.1%[5.75 µM]; Pf growth 48h: inconclusive; LmPK inh: 3.8%

What do the screens show for `CCC(C)NC(=O)Nc1ccccc1C` (configuration not stated)?
Tb PYK inh: -7.2%; HCV inhibitor: 3.7%; Sm TGR block: -21.1%; Pf growth 96h: 30.6%[activator]; LmPK inh: 0.1%

How did COCC(C)n1c(SCC(=O)N2CCCCC2)nc2ccccc2c1=O (configuration not stated) do in these assays?
Tb PYK inh: -19.6%; HCV inhibitor: -5.7%; Sm TGR block: 0.0%; Pf growth 96h: 0.0%; Pf growth 48h: -24.3%; LmPK inh: -2.1%

How did CC(C)Nc1nc(Cl)nc(Nc2ccccc2)n1 do in these assays?
Tb PYK inh: -0.6%; HCV inhibitor: -14.2%; Sm TGR block: -7.1%; Pf growth 96h: inconclusive; Pf growth 48h: 59.7%[activator]; LmPK inh: 1.6%

How did CC(C)CNS(=O)(=O)c1ccc(S(=O)(=O)N2CCC3(CC2)OCCO3)cc1 do in these assays?
Tb PYK inh: 5.9%; HCV inhibitor: -0.3%; Sm TGR block: -3.4%; Pf growth 96h: 30.8%[activator]; Pf growth 48h: 43.2%[activator]; LmPK inh: 5.5%

3 records picked at random from those above:
What do the screens show for `O=C1C2CCCN2C(c2ccc(Cl)cc2)N1c1nccs1` (configuration not stated)?
Tb PYK inh: 2.8%; HCV inhibitor: 20.4%; Sm TGR block: 3.6%; Pf growth 96h: inconclusive; Pf growth 48h: -7.6%; LmPK inh: 3.5%

How did CC(C)Nc1nc(Cl)nc(Nc2ccccc2)n1 do in these assays?
Tb PYK inh: -0.6%; HCV inhibitor: -14.2%; Sm TGR block: -7.1%; Pf growth 96h: inconclusive; Pf growth 48h: 59.7%[activator]; LmPK inh: 1.6%

What do the screens show for `CCC(C)NC(=O)Nc1ccccc1C` (configuration not stated)?
Tb PYK inh: -7.2%; HCV inhibitor: 3.7%; Sm TGR block: -21.1%; Pf growth 96h: 30.6%[activator]; LmPK inh: 0.1%

Continued:
What do the screens show for `CCCCc1cc(=O)oc2cc(OCC(=O)N3CCOCC3)ccc12`?
Tb PYK inh: 1.2%; HCV inhibitor: -8.3%; Sm TGR block: -2.0%; Pf growth 96h: 44.9%; Pf growth 48h: 0.0%; LmPK inh: 0.1%

Results for CCc1cc(C(=O)N2CCN(c3ccccc3OC)CC2)sc1C ?
Tb PYK inh: -1.6%; HCV inhibitor: inconclusive; Sm TGR block: -13.0%; Pf growth 96h: -3.8%; Pf growth 48h: 0.0%; LmPK inh: 1.5%

How did Cc1ccc(N2C(=O)NC(NS(=O)(=O)c3ccc(C)cc3)(C(F)(F)F)C2=O)cc1 (configuration not stated) do in these assays?
Tb PYK inh: -3.9%; HCV inhibitor: 10.6%; Sm TGR block: 0.1%; Pf growth 96h: inconclusive; Pf growth 48h: 19.1%; LmPK inh: 0.1%

Results for CCc1ccc2[nH]c(=O)c(CN(Cc3ccccc3OC)C(=O)Nc3ccccc3OC)cc2c1 ?
Tb PYK inh: -13.9%; HCV inhibitor: 7.94µM*; Sm TGR block: -3.1%; Pf growth 48h: 11.7µM*; LmPK inh: 3.4%

How did O=C(CN1CCN(c2ccccc2F)CC1)c1ccc(O)c(O)c1 do in these assays?
Tb PYK inh: -14.8%; HCV inhibitor: -62.2%; Sm TGR block: inconclusive; Pf growth 96h: -8.5%; Pf growth 48h: -6.1%; LmPK inh: -8.8%

How did COC(CNC(=S)Nc1ccc([N+](=O)[O-])cc1)OC do in these assays?
Tb PYK inh: -9.9%; HCV inhibitor: -1.2%; Sm TGR block: inconclusive; Pf growth 96h: 7.2%; Pf growth 48h: 54.0%[activator]; LmPK inh: 1.4%

What do the screens show for `COC(=O)c1cc(OC)c(OC)cc1NC(=O)CN1C(=O)c2ccccc2C1=O`?
Tb PYK inh: 1.6%; HCV inhibitor: 6.0%; Sm TGR block: 4.5%; Pf growth 96h: -28.8%; LmPK inh: 6.0%

What do the screens show for `O=C(CSc1nc2c(cnn2-c2ccccc2)c(=O)[nH]1)N1CCOCC1`?
Tb PYK inh: -19.9%; HCV inhibitor: -3.9%; Sm TGR block: 3.7%; Pf growth 96h: 42.6%[activator]; Pf growth 48h: inconclusive; LmPK inh: -0.8%

Results for CCOc1ncccc1C(=O)OCC(=O)c1c[nH]c2ccccc12 ?
Tb PYK inh: -1.6%; HCV inhibitor: -3.1%; Sm TGR block: -14.0%; Pf growth 96h: -113.7%; Pf growth 48h: 13.1µM*

How did CC(C)CCN1CCN(Cc2nc3ccccc3s2)CC1CCO (configuration not stated) do in these assays?
Tb PYK inh: 2.1%; HCV inhibitor: -14.3%; Sm TGR block: -3.0%; Pf growth 96h: 0.1%; Pf growth 48h: 3.6%; LmPK inh: -4.2%

What do the screens show for `CS(=O)(=O)N1CCN(c2ccccc2NC(=O)c2cccs2)CC1`?
Tb PYK inh: 2.9%; HCV inhibitor: -11.1%; Sm TGR block: -3.0%; Pf growth 96h: -3.2%; Pf growth 48h: 7.0%; LmPK inh: -6.6%

What do the screens show for `Fc1cccc(Nc2c3c(nc4ccccc24)CCC3)c1`?
Tb PYK inh: -5.8%; HCV inhibitor: -19.7%; Sm TGR block: -14.3%; Pf growth 96h: 4.0%; Pf growth 48h: inconclusive; LmPK inh: -2.4%

How did COc1ccc(-c2nc(SC(C)C(=O)NCC3CCCO3)n[nH]2)cc1 (configuration not stated) do in these assays?
Tb PYK inh: -7.1%; HCV inhibitor: inconclusive; Sm TGR block: -5.0%; Pf growth 96h: -9.0%; Pf growth 48h: inconclusive

Results for O=C(NCC1CCCO1)C1CCCN(S(=O)(=O)c2cccc(C(F)(F)F)c2)C1 (configuration not stated) ?
Tb PYK inh: 3.3%; HCV inhibitor: 9.1%; Sm TGR block: 12.4%; Pf growth 96h: inconclusive; Pf growth 48h: 7.8%; LmPK inh: -3.2%

What do the screens show for `CC(=O)C1(O)Cc2c(O)c3c(c(O)c2C(OC2CC(N)C(O)C(C)O2)C1)C(=O)c1c(O)cccc1C3=O` (configuration not stated)?
Tb PYK inh: 2.5%; Pf growth 96h: 0.849µM*; Pf growth 48h: 1.51µM*

Results for CC(=O)Nc1ccc(OC(=O)c2ccccc2N)cc1 ?
Tb PYK inh: 0.0%; HCV inhibitor: -2.1%; Sm TGR block: 2.5%; Pf growth 96h: 1.0%; Pf growth 48h: 6.4%; LmPK inh: -2.5%

Results for COc1ccc(-c2noc(CC(=O)O)c2-c2ccc(OC)cc2)cc1 ?
Tb PYK inh: -13.1%; Pf growth 96h: -101.2%; Pf growth 48h: inconclusive

How did CSc1sc(-c2ccnc(SCCS(C)(=O)=O)n2)c(-c2ccccc2)c1C#N do in these assays?
Tb PYK inh: 0.2%; HCV inhibitor: -13.9%; Sm TGR block: -7.0%; Pf growth 96h: inconclusive; Pf growth 48h: inconclusive; LmPK inh: 9.3%

What do the screens show for `CCc1nc2nc(C)c(NS(=O)(=O)c3ccc(C4CCCCC4)cc3)c(=O)n2[nH]1`?
Tb PYK inh: -6.0%; HCV inhibitor: 11.3%; Sm TGR block: -4.1%; Pf growth 96h: -7.7%; Pf growth 48h: -5.4%; LmPK inh: 1.5%

How did COc1cccc(OCC(=O)NNC(=O)c2cnccn2)c1 do in these assays?
Tb PYK inh: 1.3%; HCV inhibitor: 18.0%; Sm TGR block: 3.4%; Pf growth 96h: -25.2%; Pf growth 48h: -2.5%; LmPK inh: -0.3%

How did O=C(O)c1cc(O)c2c(c1)C(=O)c1cc(O)cc(O)c1C2=O do in these assays?
Tb PYK inh: -29.2%; HCV inhibitor: 6.9%; Sm TGR block: inconclusive; Pf growth 96h: 35.8%[activator]; Pf growth 48h: inconclusive; LmPK inh: inconclusive

How did C/C(=N/NC(=O)CNC(=O)c1ccccc1)c1ccc(C)cc1 do in these assays?
Tb PYK inh: -14.1%; HCV inhibitor: -11.4%; Sm TGR block: 4.0%; Pf growth 96h: inconclusive; Pf growth 48h: 11.5%; LmPK inh: -0.1%

Results for CC(=Nc1ccccc1)c1sc2ccccc2c1O ?
Tb PYK inh: -5.2%; HCV inhibitor: inconclusive; Sm TGR block: 0.7%; Pf growth 96h: 303.7%[activator]; Pf growth 48h: 207.7%[activator]; LmPK inh: -26.8%

What do the screens show for `O=C(Nc1cccc2cccnc12)C1CCCC1`?
Tb PYK inh: 3.7%; HCV inhibitor: 5.7%; Sm TGR block: -9.6%; Pf growth 96h: 3.9%; Pf growth 48h: 12.0%; LmPK inh: 0.0%

Results for O=C(COC(=O)CSc1ccc([N+](=O)[O-])cc1)NCC1CCCO1 (configuration not stated) ?
Tb PYK inh: -10.4%; HCV inhibitor: 11.8%; Sm TGR block: inconclusive; Pf growth 96h: -11.5%; Pf growth 48h: 24.3%; LmPK inh: -9.2%

How did O=C(COc1ccc(Cl)cc1)Nc1nc(-c2ccc(S(=O)(=O)N3CCOCC3)cc2)cs1 do in these assays?
Tb PYK inh: 4.3%; HCV inhibitor: 11.2µM*; Sm TGR block: -4.2%; Pf growth 96h: 5.5%; Pf growth 48h: inconclusive; LmPK inh: 2.0%

How did Cn1c(SCC(=O)Nc2ccc(Cl)cc2)nc(O)cc1=O do in these assays?
Tb PYK inh: 0.7%; HCV inhibitor: 1.7%; Sm TGR block: -22.5%; Pf growth 96h: 21.4%; Pf growth 48h: -19.5%; LmPK inh: 1.2%

Source: PubChem (National Center for Advancing Translational Sciences (NCATS))

Outcome played no part in choosing rows. Share with any hit: about 16%.
